Screening data from PubChem.
TAAR1 antagonist – human TAAR1 antagonism | 360,000 compounds, 1.5% hits | inhibition, % at 3 µM | AID 624466 | CHO RD-HGA16 TAAR1, Fluo-8 calcium fluorescence, antagonist;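 active means inhibition above a per-plate cutoff, the mean inhibition of test compounds on that plate plus 3 SD, cut at about 49% in these data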;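 further: 0% = DMSO plus EC80 beta-PEA response and 100% = DMSO alone without agonist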
Target sequence (Q96RJ0 whole entry, looked up): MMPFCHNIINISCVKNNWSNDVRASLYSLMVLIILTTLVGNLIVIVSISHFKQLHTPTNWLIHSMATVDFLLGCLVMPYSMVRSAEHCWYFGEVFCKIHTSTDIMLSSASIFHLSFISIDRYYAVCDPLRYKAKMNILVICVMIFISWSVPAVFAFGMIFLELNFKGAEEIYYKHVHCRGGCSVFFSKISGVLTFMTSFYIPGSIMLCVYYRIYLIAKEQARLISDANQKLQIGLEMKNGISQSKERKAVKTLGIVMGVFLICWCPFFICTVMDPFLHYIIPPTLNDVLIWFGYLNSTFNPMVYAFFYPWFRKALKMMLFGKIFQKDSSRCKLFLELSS
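Material: CHO RD-HGA16 cells bearing hTAAR1; compound dosing: one-point dosing, 3 µM nominal final; schedule: dye loading 75 min at 37 °C, then 30 min room temperature; measured by: calcium fluorescence with Fluo-8; control set: vehicle and agonist controls; replication: n of 1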
M1 PAM parental – counter-screen for M1 PAMs: effect in parental CHO-K1 cells; ATP EC20, Fluo-8 calcium fluorescence; 0% at ATP EC20, 100% at ATP max; 360,000 compounds, 0.02% hits; AID 602247; activation, % at 3 µM;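 active means activation above the run cutoff, the mean activation of all test compounds plus 3 SD, cut at about 40% in these data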;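 further: peak over basal fluorescence ratio in a 140 s read after ATP addition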
M1 ag – agonists of human M1 muscarinic receptor; P11229; CHO-K1 hM1, Fluo-8 calcium fluorescence, agonist mode; 0% DMSO, 100% acetylcholine EC100; activation, % at 3 µM; 360,000 compounds, 0.33% hits; AID 588814;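 active means activation above the run's mean compound activation plus 3 SD, cut at about 16% in these data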;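 further: peak over basal fluorescence ratio within a 140 s kinetic read after compound addition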
Target sequence (P11229 whole entry, looked up): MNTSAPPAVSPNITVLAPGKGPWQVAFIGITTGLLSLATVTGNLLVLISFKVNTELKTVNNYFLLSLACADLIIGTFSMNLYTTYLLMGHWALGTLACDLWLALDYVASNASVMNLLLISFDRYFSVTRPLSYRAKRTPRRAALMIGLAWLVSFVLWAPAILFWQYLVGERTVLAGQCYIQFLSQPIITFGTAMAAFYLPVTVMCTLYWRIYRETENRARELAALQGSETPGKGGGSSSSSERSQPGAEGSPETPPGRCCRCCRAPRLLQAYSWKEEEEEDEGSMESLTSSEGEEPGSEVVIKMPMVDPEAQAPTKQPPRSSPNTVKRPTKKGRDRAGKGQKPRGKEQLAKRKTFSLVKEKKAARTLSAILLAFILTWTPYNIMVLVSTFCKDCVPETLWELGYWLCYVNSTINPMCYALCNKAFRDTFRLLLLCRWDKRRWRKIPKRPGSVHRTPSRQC
M1 ag parental – nonselective activator or artifact in parental CHO-K1 cells. Fluo-8 calcium fluorescence; scaled to maximal ATP response, vehicle zero. activation, % at 3 µM. 360,000 compounds, 0.48% hits; in the data active means activation above about 15%;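 further: untransfected CHO-K1 host cells lacking M1 receptor as counterscreen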
CHO-K1 Ca antag – M1 antagonist counterscreen hit in parental CHO-K1 cells. 360,000 compounds, 0.6% hits. ATP-induced calcium, Fluo-8 fluorescence. inhibition, % at 3 µM;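 active means inhibition above a per-plate cutoff, the plate's mean sample inhibition plus 3 SD, cut at about 24% in these data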;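 further: 0% = DMSO plus EC80 ATP and 100% = DMSO alone without ATP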
CHO parental Ca – signal in parental CHO cells, OX1R antagonist counter-screen; parental CHO-K1, ATP-induced calcium, Fluo-8 fluorescence; inhibition, % at 5.6 µM; 330,000 compounds, 0.63% hits; AID 463079;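 active means inhibition above that plate's mean sample inhibition plus 3 SD, cut at about 26% in these data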;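 further: 0% = ATP-challenged DMSO wells and 100% = DMSO wells without ATP; some compounds past the cut are filed as inactive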
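Test system: parental CHO cells; detection: calcium-sensitive Fluo-8 fluorescence; evaluation: percent inhibition of calcium signal; also added: ATP as calcium-mobilizing challenge; repeats: one well per compound; control set: ATP-challenged DMSO wells low, unchallenged DMSO wells high; compound: single nominal dose of 5.6 µM per compound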
CHRM1 PAM – potentiates human M1 receptor response to acetylcholine; 360,000 compounds, 0.088% hits; P11229; activation, % at 3 µM; CHO-K1 hM1, Fluo-8 calcium fluorescence, ACh EC20; 0% = ACh EC20, 100% = maximal ACh; in the data active means activation above about 19%, passing the limit was not always enough
TAAR1 agonist – human TAAR1 agonism | Q96RJ0 | CHO RD-HGA16 TAAR1, Fluo-8 calcium fluorescence; vehicle wells 0%, saturating PEA agonist 100% | activation, % at 3 µM | 360,000 compounds, 0.99% hits;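 active means activation above the mean activation of all test compounds in the run plus 3 SD, cut at about 38% in these data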
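System: CHO-derived RD-HGA16 cells with stable Gα16 and human TAAR1. Times: 17-24 h plating, Fluo-8 75 min 37 °C, 30 min RT. Measured by: calcium-sensitive Fluo-8 signal, excitation 470-495, emission 515-575 nm. Read-out basis: % activation relative to PEA EC100 response. Control set: DMSO and PEA EC100. Repeats: no replicates (n 1).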
CHRM1 antagonist – antagonists of human M1 muscarinic receptor; P11229; CHO-K1 hM1, Fluo-8 calcium fluorescence, ACh EC80 antagonist; inhibition, % at 3 µM; 360,000 compounds, 1.3% hits;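 active means percent inhibition above its own plate's cutoff, namely the mean of that plate's compound wells plus 3 SD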;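 further: peak over basal fluorescence ratio during 140 s after agonist addition; 0% = ACh EC80 plus DMSO and 100% = DMSO alone without agonist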
* = called active by the depositor; . = not tested or not shown.

SMILES	TAAR1 antagonist	M1 PAM parental	M1 ag	M1 ag parental	CHO-K1 Ca antag	CHO parental Ca	CHRM1 PAM	TAAR1 agonist	CHRM1 antagonist
CCOc1ccc(C2c3c(oc4ccccc4c3=O)C(=O)N2CCCN2CCOCC2)cc1OCC (stereo not drawn)	5	8	-2	-0.1	18	-15	-2	0	9
COc1ccc(C(=O)c2cnc3ccccc3c2-c2ccccc2)cc1	57*	12	-4	2.5	-3	-27	-8	11	13
COc1cc(C)ccc1S(=O)(=O)N1CCCCCC1	2	23	-14	0.1	-4	-9	7	2	0
O=C(N/N=C/c1sc(=O)[nH]c1-[n+]1ccc2ccccc2c1)c1ccccc1[O-]	-8	-13	-1	2.8	2	-1	2	1	1
COCCNCC(=O)N1CCCCCC1	-21	9	-5	0.2	-5	20	-3	-1	1
O=C(CSc1nnc(CNC(=O)c2ccccc2)o1)c1ccccc1	-10	22	-1	2.9	-14	-2	6	3	-10
Oc1ccc(Cl)cc1Sc1cc(Cl)ccc1O	22	-14	-1	4.0	4	.	-5	6	25
C#Cc1cccc(-n2nnc(C(=O)OC)c2-c2ccccc2)c1	-26	-24	-2	1.6	-11	-21	5	1	-9
O=C(c1ccc2c(c1)CCC2)N1CCN(Cc2ccccc2)CC1	-8	-6	-5	0.2	1	.	-5	1	6
CC(=O)Oc1c(C)c(C)c2c(c1C)CC[C@@](C)(CCC[C@H](C)CCC[C@H](C)CCCC(C)C)O2	-2	2	-2	-0.5	20	-9	-3	2	-12
COCCn1c(SCc2ccc(C(=O)OC)o2)nc2ccccc2c1=O	0	-7	-10	2.4	-2	-21	-2	10	-4
CCOc1cc(C(=O)N(C)Cc2cc3ccccc3[nH]c2=O)cc(OCC)c1OCC	9	16	-5	1.6	-8	-36	4	6	-16
O=C(CCC1CCCC1)N1CCN(C(=O)C2CC2)CC1	-1	16	-6	0.7	-9	-8	6	1	-7
CC1CC2(C)C(=CC1=O)CCC1C2C(O)CC2(C)C1CCC2(O)C(=O)CO (stereo not drawn)	-17	-4	-3	0.5	-18	.	0	1	-2
Fc1ccccc1Nc1n[nH]c(=S)s1	2	9	-4	-0.4	15	-7	7	0	2
CCCCC(=O)Nc1cc(C)c2c(=O)oc3ccccc3c2n1	8	14	-4	0.5	-9	-36	-6	24	-10
O=C(NC(=O)c1ccccc1)NC(=O)c1ccccc1	8	-7	-3	-0.1	18	-24	-10	6	19
O=C1OCCC1Sc1nc2ccccc2c(=O)n1Cc1ccc(F)cc1 (stereo not drawn)	4	26	-8	1.7	-11	4	5	10	-13
FC(F)(F)c1cc(CCN2CCNC[C@H]2Cc2cccc3ccccc23)cc(C(F)(F)F)c1	95*	15	-1	1.1	-11	28	5	84*	-3
CC(=O)Nc1ccc(S(=O)(=O)Nc2cc(C)cn(Cc3ccccc3)c2=O)cc1	.	-6	7	2.9	-3	-6	11	.	-23
Cc1cc(S(=O)(=O)Nc2c(C)nc3nc[nH]n3c2=O)ccc1F	-7	-1	-5	0.2	8	4	-4	10	3
N=c1oc2cc(O)ccc2cc1C(=O)Nc1ccc(Cl)cc1	8	1	-3	0.4	-8	8	6	8	-4
O=[N+]([O-])c1ccccc1/C=N/Nc1nc(N2CCCC2)nc(N2CCCC2)n1	-14	18	-7	2.4	-11	-37	3	4	-5
Cc1cc(C)n2nc(SC(C)C(=O)N3CCOCC3)nc2n1 (stereo not drawn)	-27	-4	-4	0.8	-1	.	10	2	-6
COc1cc(NS(=O)(=O)c2ccc(N/C=C\C(=O)c3ccc(OC)c(OC)c3)cc2)nc(OC)n1	-23	23	-4	0.8	-12	-21	3	3	2
COc1cc2c(cc1OC(C)=O)C(=O)CCCC2	0	2	-5	0.3	1	.	4	-1	-5
CCCn1nc(C(=O)N2CCN(c3ccccn3)CC2)c2ccccc2c1=O	-28	7	-2	-0.5	-15	-19	10	3	-22
COc1ccnc(Oc2ccccc2)c1C(=O)N/C=N/OCc1ccccc1F	49*	10	-3	6.3	4	-18	-16	22	19
CN1CCc2c(sc3c2c(NCc2ccco2)nc2nnnn23)C1	11	30	-4	1.2	-20	-12	-6	4	5
Cc1cnc(C(=O)Nc2ccccc2-n2cccc2)cn1	9	4	-4	-0.3	9	-15	2	5	0

Shown as comma-separated lines: entries from further up.
canonical_smiles,TAAR1 antagonist,M1 PAM parental,M1 ag,M1 ag parental,CHO-K1 Ca antag,CHO parental Ca,CHRM1 PAM,TAAR1 agonist,CHRM1 antagonist
Cc1cc(S(=O)(=O)Nc2c(C)nc3nc[nH]n3c2=O)ccc1F,-7,-1,-5,0.2,8,4,-4,10,3
N=c1oc2cc(O)ccc2cc1C(=O)Nc1ccc(Cl)cc1,8,1,-3,0.4,-8,8,6,8,-4
O=[N+]([O-])c1ccccc1/C=N/Nc1nc(N2CCCC2)nc(N2CCCC2)n1,-14,18,-7,2.4,-11,-37,3,4,-5

(list continues)
SMILES	TAAR1 antagonist	M1 PAM parental	M1 ag	M1 ag parental	CHO-K1 Ca antag	CHO parental Ca	CHRM1 PAM	TAAR1 agonist	CHRM1 antagonist
COc1ccc(C(=O)NCC(=O)N2CCCC(C)C2)cc1OC (stereo not drawn)	-20	-6	-1	0.1	-6	-3	17	0	-18
CC(C)(C)NS(=O)(=O)c1ccc(NC(=O)CS(=O)(=O)Cc2ccccc2)cc1	-29	7	-4	0.6	2	2	10	6	-10
O=C(CCCC(=O)N/N=C/c1ccccc1C(=O)O)N/N=C/c1ccccc1C(=O)O	-38	-20	-4	0.0	12	6	9	3	-9
Cc1onc(-c2c(F)cccc2Cl)c1C(=O)NC(C)c1ccccc1 (stereo not drawn)	-24	-1	-6	-0.3	-23	-19	24	1	-19
CCCCN1CC(=O)N2[C@H]3c4ccccc4OC[C@@H]3[C@H](C(=O)OCC)[C@]2(C)C1=O	4	10	-2	2.0	-5	-15	7	7	-11
COc1ccc(C(=O)Nc2ccc3[nH]ncc3c2)cc1	1	23	-4	0.3	-7	-3	5	-1	-8
CN(C)S(=O)(=O)N1CCN(c2cc(Cl)ccc2Cl)CC1	-12	11	-5	0.8	-6	-7	1	1	6
Cc1cc(Br)ccc1NCc1ccccn1	-5	12	-6	-0.2	-22	-11	2	-1	-8
CC(Oc1ccc(Cl)cc1)C(=O)N(C)CC(=O)Nc1ccc(N2CCOCC2)cc1 (stereo not drawn)	-5	8	-2	2.0	-7	-7	1	2	-4
CC(C)OCCCNC(=O)c1ccc(Br)cc1	.	23	-6	0.3	-8	-4	11	.	-4
COc1cccc(CNC(=O)CCS(=O)(=O)c2cc3c(cc2C)NC(=O)CO3)c1	-11	-5	-5	-0.2	2	-13	-4	4	5
Nc1ccc(S(=O)(=O)c2ccc(N)c(N)c2)cc1	-23	17	-6	0.4	-1	-20	11	2	-1
CC1CCCCN1S(=O)(=O)c1ccc(C(=O)Nc2ccccc2-c2nc3ccccc3s2)cc1 (stereo not drawn)	-5	2	-4	0.7	-11	-9	-3	2	5
CCOC(=O)C1=C(CC)Nc2ccccc2N=C1NC(=O)CCN1C(=O)C2CCCCC2C1=O (stereo not drawn)	30	10	-5	4.5	-19	-8	-1	9	5
CO[C@@]1(NC(=O)C2SC(=C(C(N)=O)C(=O)O)S2)C(=O)N2C(C(=O)O)=C(CSc3nnnn3C)CS[C@@H]21 (stereo partly drawn)	-6	-6	0	0.0	10	6	-3	-1	-12
c1ccc2c(-c3csc(-c4ccncc4)n3)c[nH]c2c1	-11	18	-4	3.6	-14	-10	3	-2	2
COc1cc2c(cc1OC)C1(CCCC1)CNC2C (stereo not drawn)	-12	-6	-13	-0.3	-1	-15	-12	9	18
O=[N+]([O-])c1cc(C(F)(F)F)ccc1SCC(O)CO (stereo not drawn)	-1	-3	-1	0.7	-3	-9	0	2	-10
COc1ccc(-c2nnc(SCc3ccc(C(=O)O)cc3)n2N)cc1	-3	8	-3	3.7	0	-7	4	1	-7
CCC(=O)N(C(=O)CC)N1CCN(c2ccncc2S(=O)(=O)N2CCCCC2)CC1	-4	1	-3	2.2	-1	-19	1	3	-8
O=C(Nc1ccccc1O)c1cc(S(=O)(=O)N2CCOCC2)ccc1Cl	.	-2	1	1.9	8	-7	-5	.	-5
O=C(O)CCCCCNc1ncnc2ccc(Br)cc12	-19	6	-2	-0.1	5	-7	11	2	1
CCC(=O)N1CCC1(C)C(=O)Nc1cccc2cccnc12 (stereo not drawn)	-2	19	-1	0.2	-9	.	8	0	-11
Cc1ccc(S(=O)(=O)Nc2cccc(C(=O)NCCCN3CCOCC3)c2)cc1F	-16	-15	-5	0.0	-10	2	14	1	-23
Cc1ccc(NC(=O)c2ccccc2OCC(=O)c2ccc(F)cc2)cc1	-15	21	-1	-0.1	-6	-4	9	9	-9
COC(=O)C(Cc1ccccc1)N1CCS(=O)(=O)CC1 (stereo not drawn)	3	17	-4	1.0	-11	-7	7	16	3
O=C1c2cccc3cccc(c23)C(=O)N1c1nncs1	-18	8	-3	-0.5	-3	-12	7	1	-7
O=C(c1cccc(F)c1)N1CCN(C(=O)c2cc(-c3ccc(Cl)cc3Cl)on2)CC1	-22	15	-4	3.1	-25	-14	2	1	-4
CC(/C=N/NC(=O)c1cc(-c2ccc3ccccc3c2)n[nH]1)=C\c1ccco1	5	2	-11	0.0	3	-13	-3	-1	-1
CN(C)C(=O)c1c(NC(=O)c2ccco2)sc2c1CCCCC2	14	11	-3	0.8	-3	-26	5	8	-7
O=C(C1CCCC1)N1CCC(CC2CC(c3ccc(Cl)cc3)=NO2)(C(=O)NCC2CCCCC2)CC1 (stereo not drawn)	11	29	-9	-0.5	-27	-38	2	8	-6
CC(C)Cc1nnc(NC(=O)CSc2nc(O)c(-c3ccccc3)c(=O)[nH]2)s1	-9	-9	0	0.1	-3	-12	6	3	-2
CC1CCCC(C)N1/N=C/c1ccc(O)cc1 (stereo not drawn)	-2	1	-6	2.7	-19	-6	15	3	-20
COc1ccc(CNC(=O)C(C)n2nc(C)c3c(C)n(-c4ccc(C)cc4)nc3c2=O)cc1 (stereo not drawn)	-10	24	-5	3.9	-23	-16	1	1	-7
Cc1ccn2cc(CCNC(=O)CC3CCCCC3)nc2c1	-21	-9	-11	-0.7	14	-2	-5	-2	8
O=C(c1ccc(F)cc1)N1CCN(c2ncccn2)CC1	-1	0	-1	0.2	-5	5	1	12	8
CC(C)(Oc1ccc(Cl)cc1)C(=O)O/N=C(\N)c1ccncc1	18	-7	0	-0.5	-1	-13	9	3	0
COc1cccc(C(=O)N2CCC[C@H]2C(=O)N2CCC[C@H]2C(=O)N(C)Cc2ccccc2)c1	-9	-6	.	-0.1	-14	.	.	5	.
O=c1cnc2cc([N+](=O)[O-])ccc2[nH]1	-16	12	-4	0.5	-6	-6	8	1	-6
CCN(Cc1ccncc1)Cc1cn[nH]c1-c1cc(OC)c(OC)c(OC)c1	1	-5	-6	0.7	-5	-16	-3	4	5
Cc1cccc(NCc2ccccc2OCc2ccccc2F)c1	-22	1	-4	-0.1	-5	-38	-5	1	0
